VHR inh abs: DUSP3 (human) phosphatase inhibition | P51452 | 290,000 tested, 0.52% active | recombinant VHR phosphatase, pNPP absorbance | AID 1654 | inhibition, % at 13.3 µM; in the data active = inhibition above about 50%; note: some compounds called inactive have numbers as strong as hits
Target sequence (P51452 whole entry, looked up): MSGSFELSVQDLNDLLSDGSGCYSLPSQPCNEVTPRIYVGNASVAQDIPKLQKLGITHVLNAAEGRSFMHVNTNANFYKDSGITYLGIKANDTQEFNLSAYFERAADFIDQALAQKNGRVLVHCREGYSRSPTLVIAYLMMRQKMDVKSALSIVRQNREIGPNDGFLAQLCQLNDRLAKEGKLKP
Rv3671c inh: inhibits the M. tuberculosis serine protease Rv3671c; P9WHR9; inhibition, % at 5.96 µM; 320,000 tested, 0.048% active; AID 2606; in the data active = inhibition above about 38%;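 note: extracellular domain of Rv3671c used as enzyme; 0% = enzyme with DMSO and 100% = no enzyme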
Target sequence (P9WHR9 whole entry, looked up, the tested form may be a part): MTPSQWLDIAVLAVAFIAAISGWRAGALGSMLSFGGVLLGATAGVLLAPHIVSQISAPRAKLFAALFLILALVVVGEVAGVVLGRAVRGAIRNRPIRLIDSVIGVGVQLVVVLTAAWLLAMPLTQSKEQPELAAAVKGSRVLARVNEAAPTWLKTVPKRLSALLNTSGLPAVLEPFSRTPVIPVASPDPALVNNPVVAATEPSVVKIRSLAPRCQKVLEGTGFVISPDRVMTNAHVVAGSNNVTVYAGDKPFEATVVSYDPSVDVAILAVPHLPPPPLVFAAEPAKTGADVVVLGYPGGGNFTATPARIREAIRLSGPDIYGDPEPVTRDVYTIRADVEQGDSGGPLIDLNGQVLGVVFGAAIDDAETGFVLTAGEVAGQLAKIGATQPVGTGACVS
UGM FP inh: blocks M. tuberculosis UGM enzyme; P9WIQ1; 320,000 tested, 0.06% active; purified UGM, fluorescence polarization probe displacement; AID 504406; inhibition, % at 10 µM; in the data active = inhibition above about 10%, passing the limit was not always enough; inconclusive = no clear call, values can overlap the other calls
BoNT-F LC inh: blocks Botulinum neurotoxin F light chain protease. Multiplex microsphere protease cleavage assay, flow cytometry. inhibition, % at 10 µM. 360,000 tested, 0.22% active. AID 588497; in the data active = inhibition above about 35%, passing the limit was not always enough; inconclusive = no clear call, values can overlap the other calls; note: plate controls were buffer without enzyme for full effect and enzyme alone for no effect
MazF activator: increases E. coli MazEF RNase cleavage of RNA; P0AE70; FAM/BHQ RNA-DNA oligo cleavage fluorescence, 5 h; activation, % at 20 µM; 350,000 tested, 0.32% active; AID 504720; in the data active = activation above about 50%
Target sequence (P0AE70 whole entry, looked up): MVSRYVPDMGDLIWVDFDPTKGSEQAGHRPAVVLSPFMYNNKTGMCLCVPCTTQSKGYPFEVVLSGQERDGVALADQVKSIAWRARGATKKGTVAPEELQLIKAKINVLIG
GDH-TPI inh: inhibits GDH-TPI coupling enzymes, artifact for Mtb FBA screen. AID 588335. inhibition, % at 4.8 µM. 360,000 tested, 1.2% active. GDH-TPI coupled enzyme counterscreen, NADH absorbance;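 note: 0% = DMSO wells and 100% = wells lacking the enzyme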
Mtb FBA inh: inhibits M. tuberculosis FBA enzyme | purified M. tuberculosis FBA, fluorescence read-out | AID 588726 | 360,000 tested, 2.3% active | inhibition, % at 1 µM; in the data active = inhibition above about 27%;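 note: 0% = vehicle and 100% = reference inhibitor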
Target sequence (P9WQA3 whole entry, looked up): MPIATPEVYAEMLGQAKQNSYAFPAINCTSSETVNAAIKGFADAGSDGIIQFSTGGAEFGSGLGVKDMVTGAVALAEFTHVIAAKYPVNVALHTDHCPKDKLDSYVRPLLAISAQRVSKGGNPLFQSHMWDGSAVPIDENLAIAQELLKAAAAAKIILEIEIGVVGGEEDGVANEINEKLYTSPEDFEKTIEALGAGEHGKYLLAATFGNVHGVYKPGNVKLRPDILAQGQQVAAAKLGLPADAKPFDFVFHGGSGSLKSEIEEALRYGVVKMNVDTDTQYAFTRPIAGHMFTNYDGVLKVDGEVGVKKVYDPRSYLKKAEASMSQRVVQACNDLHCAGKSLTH
BioA inh: inhibitors of Mycobacterium tuberculosis BioA enzyme. purified M. tuberculosis BioA enzyme, plate reader. inhibition, % at 9.99 µM. 360,000 tested, 0.096% active. AID 602481; in the data active = inhibition above about 40%; inconclusive = no clear call, values can overlap the other calls
CCHFV vOTU inh: blocks the CCHF virus ovarian tumor domain protease; 370,000 tested, 0.55% active; CCHFV vOTU protease, Pep-AMC fluorescence; inhibition, % at 11.5 µM; note: 0% = vehicle wells with enzyme and 100% = no enzyme wells
FadD28 FP inh: blocks FadD28 binding to the bisubstrate probe. fluorescence polarization. inhibition, % at 12.5 µM. 360,000 tested, 0.22% active. AID 588549; in the data active = inhibition above about 8.5%, passing the limit was not always enough; inconclusive = no clear call, values can overlap the other calls
An asterisk follows results filed as active; u = inconclusive; x = not tested or not shown; & = joins results of further samples. Cut-off read from the data, not from the text of the source, unless noted: active = inhibition above about 30%; inactive = the rest.

Sequence of screens: VHR inh abs	Rv3671c inh	UGM FP inh	BoNT-F LC inh	MazF activator	GDH-TPI inh	Mtb FBA inh	BioA inh	CCHFV vOTU inh	FadD28 FP inh
COC(=O)COc1ccc(S(=O)(=O)NCc2ccncc2)cc1
 : -13	-9	1.1	-8	8	-2	-1	-0.7	-11	-3.0
Cc1cccc(-c2nc3ccc(C(=O)N4CCC5(CC4)OCCO5)cc3nc2-c2cccc(C)c2)c1
 : -1	0	-0.2	14	16	16	43*	1.8	-37	-1.6
CNC(=O)CSc1cn(CC(=O)N(C(C)C)C(C)C)c2ccccc12
 : -6	2	0.8	-8	-2	10	0	-0.6	8	-1.3
COc1ccc(-n2nc(C(=O)O)c3ccccc3c2=O)c(OC)c1
 : 7	-4	2.2	-1	-6	-7	5	-1.3	5	-0.4
CC(C)n1cc(NC(=O)C2CC(c3cccc(Br)c3)=NO2)cn1 (centres undefined)
 : -23	0	-0.4	5	-5	10	-4	3.3	-2	-1.0
C=CCn1cc(C(=O)NCCCN(CC)CC)c(=O)c2cc(S(=O)(=O)N3CCC(C)CC3)ccc21
 : 10	4	1.4	1	12	4	2	4.1	-4	-2.9
Fc1ccc(-c2nnc(CSc3nnc4ccccn34)o2)cc1
 : -1	6	0.6	-12	0	5	1	x	-17	-0.6
O=C(Nc1nnc(-c2ccc(Br)cc2)o1)C1=COCCO1
 : x	2	5.3	8	1	13	1	2.4	-5	1.6
COc1cc(NC(=O)CCN2C(=O)NC3(CCCC3)C2=O)c(OC)cc1Cl
 : x	1	-0.8	-6	12	3	-3	0.2	-3	0.5
COc1ccc(Nc2c3c(nc4ccc(C)cc24)CCC3)cc1
 : 10	5	-1.0	-17	6	-1	0	0.9	-2	-5.4
c1ccc(-c2nn3c(-c4ccccc4)nnc3s2)cc1
 : 4	2	-4.9	-7	31	0	1	x	-4	0.3
COc1ccc(C2CC(C)(c3ccc(OC)cc3)Nc3ccccc3N2)cc1 (centres undefined)
 : -6	13	0.6	u	9	12	0	-1.1	17	-0.5
CN(C)/C=C(/C(=O)c1ccccc1Cl)S(C)(=O)=O
 : 17	x	x	0	-3	7	0	x	-2	-4.1
CC(C)c1ccc(SCc2noc(C(=O)NCC3CCCO3)c2C(=O)O)cc1 (centres undefined)
 : 20	-4	2.1	-8	-1	4	1	-0.5	17	-0.4
Cc1ccc(C(=O)OCC(=O)NCc2ccco2)cc1
 : -7	6	-1.2	u	8	-1	1	-2.8	-5	-3.8
CC1C(=O)OC2C1CCC1(C)C3(C)C(=O)C=CC213 (centres undefined)
 : x	x	x	-1	x	3	0	1.4	-7	-4.5
O=C(CCCSc1nc2ccccc2[nH]1)Nc1ccccc1
 : -8	-2	-0.1	-3	9	3	3	0.9	-6	-2.5
O=C(CCC1CCCN(C(=O)c2ccoc2)C1)NCc1ccccc1F (centres undefined)
 : 44	-6	-1.2	0	-1	10	-5	1.7	-7	-4.2
CN(CC(=O)Nc1ccc(F)c(F)c1F)C(=O)C1CSC2(C)CCC(=O)N12 (centres undefined)
 : x	-3	2.2	-4	6	0	-2	0.3	9	-2.2
Cn1c(SC2CCCCC2=O)nnc1-c1ccccc1F (centres undefined)
 : 18	2	-2.3	1	5	3	3	-1.9	21	-1.3
COCCN1C(=O)N[C@@H](c2cccs2)C(C(C)=O)=C1C
 : x	5	-1.0	6	1	6	0	-0.3	1	-0.5
CC1CN(C)CCC1OC(=O)c1ccccc1 (centres undefined)
 : -3	x	-2.4	u	8	2	-1	-0.8	-10	-0.2
COc1ccc(NC(=O)c2sc3nc(Cc4ccccc4)cc(C(F)(F)F)c3c2N)cc1OC
 : -1	8	3.0	-7	-12	14	-1	x	4	-1.6
O=C(Nc1cccc(Cl)c1)N(Cc1nc2ccccc2c(=O)[nH]1)Cc1cccs1
 : 7	-21	4.1	-6	2	-1	-1	-0.4	-18	-17
Cc1cnn(C(=O)c2oc3ccccc3c2C)c1
 : 1	-3	1.2	7	3	20	2	x	x	1.3
CC(=O)Oc1ccccc1Cn1c(C)c(C(=O)NCc2ccc(Cl)c(Cl)c2)sc1=O
 : x	x	x	0	x	8	-1	0.3	2	-7.0
O=C(NCc1ccc2c(c1)OCO2)C1CCCN(S(=O)(=O)c2cccs2)C1 (centres undefined)
 : 15	-2	-0.6	8	1	-3	-2	14	11	0.5
COc1ccc(OCC(=O)Nc2nnc(C)s2)cc1
 : 8	4	2.8	-7	0	-1	10	-0.6	0	-1.8
Cc1cc(Nc2ccc(O)cc2)n2c(nc3ccccc32)c1C#N
 : 22	5	-0.7	-4	15	-1	4	x	-10	0.5
COc1ccc(C(=O)Nc2ccc(C(=O)NCC3CCCO3)cc2)c(OC)c1OC (centres undefined)
 : 23	3	1.4	u	7	8	-2	-0.8	-4	-0.3
Cc1ccccc1-n1ccnc1SCC(=O)NCC1CCCO1 (centres undefined)
 : 4	3	-4.4	10	-1	5	-2	0.3	-8	-2.7
Cc1ccc(COC(=O)c2ccc3c(c2)C(=O)N(CCCN2CCOCC2)C3=O)cc1
 : 9	-1	0.6	-3	2	1	1	x	6	-2.0
COc1cc2[nH]c(=S)nc(NCCCOC(C)C)c2cc1OC
 : 3	1	-1.6	-16	8	6	5	-0.3	-7	-2.4
O=C1CSC(c2c(F)cccc2Cl)N1c1cccc(F)c1 (centres undefined)
 : 45	-7	0.1	3	-3	4	1	x	-1	-1.6
COc1ccc(/C=C/C(=O)Oc2ccc(C=O)cc2OC)cc1
 : x	3	-3.1	-5	-2	25	-1	x	8	-3.1
CC(C)Sc1nc2sc(-c3ccccc3)cc2c(=O)n1N
 : 14	-1	2.2	6	2	4	0	-2.7	-2	-2.1
CCn1c(SC(C)C(=O)Nc2nnc(C)s2)nnc1-c1ccco1 (centres undefined)
 : 36	-2	-0.2	-6	-3	0	0	3.1	-20	1.2
c1cn2cc(-c3ccc(CN4CCOCC4)cc3)ccc2n1
 : x	x	x	-1	x	5	14	21	11	-0.7
COc1cccc(-c2csc(N3CCN(S(=O)(=O)c4ccc(F)cc4)CC3)n2)c1
 : 13	-18	-1.5	1	-5	6	4	-2.0	-3	0.0
CCSC(=S)Nc1c(C)n(C)n(-c2ccccc2)c1=O
 : 26	8	-2.0	-10	-7	6	2	-1.5	-8	-0.7
CCN(CC(=O)Nc1c(F)cccc1F)C(=O)c1ccc2c(=O)n3c(nc2c1)CCC3
 : x	x	x	13	1	-4	0	0.6	-10	-2.4
CCOC(=O)CN1C(=O)COc2ccc(Cl)cc21
 : -4	3	-1.0	-8	-16	19	1	x	-5	1.3
CCOc1cc(/C=N\O)cc(Cl)c1OCC
 : 25	0	0.7	20	-1	6	3	-0.7	-6	-1.3
Cc1nc(C)c(C(=O)OCC(=O)Nc2cccc(C)c2C)s1
 : x	-8	-0.6	-1	0	8	3	0.3	-6	-1.3
NC(=O)c1cc(S(=O)(=O)Nc2cccc(Cl)c2)cs1
 : -16	5	-0.5	2	1	0	2	0.2	-4	-4.2
CCOC(=O)NC(=O)/C(C#N)=N\Nc1cccc(Cl)c1
 : 17	-1	1.5	-6	5	4	-2	-0.1	15	-1.3
CCCc1cc(=O)[nH]c2nnc(SCC(=O)Nc3cc(C)on3)n12
 : x	6	x	-5	6	-3	-1	-0.6	-1	-2.1
COCC(C)n1c(SCc2cc(=O)n3cc(C)ccc3n2)nc2ccccc2c1=O (centres undefined)
 : 10	-4	0.3	-8	4	23	4	0.2	-3	-2.7
Cn1c(=O)oc2cc(S(=O)(=O)N3CCN(C(=O)c4ccco4)CC3)ccc21
 : x	-1	-1.1	7	5	-2	5	-4.8	-4	1.0
Cc1ccc(S(=O)(=O)N2CCN(C(=O)CC(C)n3cncn3)CC2)cc1C (centres undefined)
 : 29	2	-0.4	-2	7	-2	0	2.4	9	-3.1
COc1ccc(CNC(C)Cc2cccs2)cc1 (centres undefined)
 : 2	-3	-0.3	-8	0	0	0	x	-8	-2.8
CCCCN(Cc1ccco1)S(=O)(=O)c1ccc(-c2ccc(=O)[nH]n2)s1
 : 15	-13	-2.8	3	-7	12	-1	-2.1	27	-3.1
Nc1nn(S(=O)(=O)c2cccc3nsnc23)cc1-c1ccc(Br)cc1
 : 10	-3	-0.2	18	5	2	-1	2.4	2	-3.3
O=C(NC1CCCC1)c1nc2c(nnn2Cc2ccccc2Cl)c(=O)[nH]1
 : 17	1	3.9	-15	-6	9	-1	2.9	-8	-1.8
Cc1occc(=O)c1OCc1ccccc1
 : 17	-2	-0.6	12	11	-2	1	x	0	-2.8
CCCCN(C(=O)COC(=O)c1nc2nccc(C)n2n1)C1CCS(=O)(=O)C1 (centres undefined)
 : x	0	-1.1	-2	4	-10	-2	-0.5	14	x
CCOC(=O)C1=C(C)N=c2sc(=Cc3cc(Cl)c(OCC(=O)O)c(Cl)c3)c(=O)n2C1c1cccc(OC)c1 (centres undefined)
 : x	x	x	-3	x	15	0	5.0	13	2.7
COCc1cc(C)nc2sc(C(=O)N3CCN(c4ccccc4)CC3)c(N)c12
 : 5	-2	3.5	0	15	24	4	1.3	-9	-1.6
COc1ccccc1-n1c(O)c(/C=N/NC(=S)Nc2ccccc2)c(=O)[nH]c1=S
 : 2	20	-1.2	x	-5	4	-2	-0.5	-2	-2.3
N#Cc1ccc(Oc2cnccn2)cc1
 : 14	0	-2.0	8	-2	10	0	3.0	6	0.5

In another format: two of the compounds above
CCCCN(Cc1ccco1)S(=O)(=O)c1ccc(-c2ccc(=O)[nH]n2)s1
  VHR inh abs = 15	Rv3671c inh = -13	UGM FP inh = -2.8	BoNT-F LC inh = 3	MazF activator = -7	GDH-TPI inh = 12	Mtb FBA inh = -1	BioA inh = -2.1	CCHFV vOTU inh = 27	FadD28 FP inh = -3.1

Nc1nn(S(=O)(=O)c2cccc3nsnc23)cc1-c1ccc(Br)cc1
  VHR inh abs = 10	Rv3671c inh = -3	UGM FP inh = -0.2	BoNT-F LC inh = 18	MazF activator = 5	GDH-TPI inh = 2	Mtb FBA inh = -1	BioA inh = 2.4	CCHFV vOTU inh = 2	FadD28 FP inh = -3.3

The list continues.
Sequence of screens: VHR inh abs	Rv3671c inh	UGM FP inh	BoNT-F LC inh	MazF activator	GDH-TPI inh	Mtb FBA inh	BioA inh	CCHFV vOTU inh	FadD28 FP inh
CCc1nnc(NC(=O)CSc2nnc(CNC(=O)c3ccccc3)o2)s1
 : x	x	x	0	-8	13	1	-0.1	-5	-0.9
CCOC(=O)c1nn(-c2cccc(Cl)c2)c2nc(CC(C)C)c(C#N)c(=O)n12
 : 14	4	-0.3	5	1	0	5	-1.4	4	-0.7
O=C1C(NS(=O)(=O)c2cccs2)=C(N2CCN(c3ccccc3)CC2)C(=O)c2ccccc21
 : 23	-1	1.2	x	0	0	-3	-0.1	9	0.2
CCOC(=O)c1c(C)n(Cc2ccc(F)cc2)c2ccc(O)cc12
 : 29	-2	0.4	-2	-1	-2	1	2.6	10	-3.1
O=C(Nc1ccccc1)N1CCCC2CCCCC21 (centres undefined)
 : 3	4	-0.5	8	3	8	2	-0.1	-6	-0.3
CCOC(=O)C1CCCN(C(=S)Nc2ccc(Nc3ccccc3)cc2)C1 (centres undefined)
 : 5	11	0.3	-7	2	3	-4	1.1	5	3.3
COC1OC(O)C(NC(=O)C(F)(F)F)CC1O (centres undefined)
 : x	x	x	-1	7	-7	-4	x	-14	-2.8
CSc1ccc(C(O)c2ncc(-c3cccc(F)c3)[nH]2)cc1 (centres undefined)
 : x	x	x	-16	x	-1	3	1.6	-6	0.0
CC(C)(C)[C@@H]1C=C(C(=O)N2CCOCC2)O[C@H](OCc2ccc(CO)cc2)C1
 : 26	4	0.0	-4	-6	-5	-3	-0.9&-0.5	-13	-1.8
CC(C(=O)OCC(=O)c1c(N)n(C)c(=O)n(C)c1=O)N1C(=O)c2ccccc2C1=O (centres undefined)
 : 8	1	-0.7	4	1	12	1	1.8	4	-3.0
Cn1c(CCCNC(=O)c2ccccc2)nc2ccccc21
 : 2	-1	-1.5	-2	4	6	1	0.8	-12	0.1
O=c1oc2ccccc2c(Nc2ccc(Cl)cc2)c1[N+](=O)[O-]
 : -16	0	1.2	-5	-5	13	0	x	2	-0.8
